# GPR55 activation: GPR55 agonists via beta-arrestin recruitment, primary screen, imaging, U2OS cells, beta-arrestin-GFP redistribution (AID 1961); U2OS GPR55 beta-arrestin-GFP redistribution imaging; higher % means a stronger effect; activation, % at 10 µM; hits with a dose series show EC50 in µM; 290,000 tested, 0.048% active;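 active means activation above 40% with more than 50 cells counted in the well; inconclusive means wells holding fewer than 50 cells, flagged as toxic or sparse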;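 further: U2OS osteosarcoma cells stably expressing GPR55 and beta-arrestin-GFP; plate controls were DMSO negative control for no effect and LPI positive control for full effect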
# GPR55 antagonists: GPR55 antagonists blocking LPI-driven arrestin recruitment, primary screen, imaging, U2OS, beta-arrestin-GFP, LPI agonist (AID 2013) | U2OS GPR55 beta-arrestin-GFP translocation imaging, LPI antagonism; higher % means a stronger effect | one-dose inhibition, % at 10 µM; IC50 in µM for titrated hits | 290,000 tested, 0.13% active;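 active means spots per cell inhibited over 60%, with over 100 cells counted and total cytoplasm intensity under 500,000; inconclusive means wells with under 100 cells, flagged as likely toxic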;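 further: U2OS cells stably carrying GPR55 and arrestin-GFP stimulated by 5 µM LPI near EC80; imaged beta-arrestin-GFP aggregate spots per cell after agonist stimulation; plate controls were LPI-stimulated DMSO wells for no effect and DMSO wells without LPI for full effect; some results filed as inactive read as strong as hits; confirmed hits need IC50 under 10 µM and bright autofluorescent wells are also inconclusive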
# MgcRacGAP inhibition: MgcRacGAP GTPase-activating activity inhibitors, confirmation, biochemical, ADP Hunter fluorescence | MgcRacGAP-stimulated Rac1 GTP hydrolysis, ADP Hunter fluorescence; higher % means a stronger effect; GST-tagged Rac1 F28L mutant substrate | inhibition, % at 30 µM; hits with a dose series show IC50 in µM | 340,000 tested, 0.6% active | AID 624330;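 active means first-screen hits whose inhibition reached a set limit at any dose in the follow-up dose series; inconclusive means inhibition above the set first-screen limit but never retested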;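 further: fluorescence reports GDP produced by GAP-driven GTP hydrolysis; strong numbers were not always called active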
# T cell modulator: T cell immune modulators affecting CD8 T cell-vesicle binding; 2C CD8+ T cell-vesicle binding, flow cytometry; stronger effect = lower value; calls only at 7 µM; 330,000 tested, 0.068% active; AID 2052;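 active means response, share of CD8 T cells binding vesicles, and their 90th percentile fluorescence all below set limits, cut at about 80% in these data, passing the limit was not always enough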
#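 Material: murine 2C transgenic CD8+ T lymphocytes / Also added: QL9-peptide-loaded Drosophila micro-vesicles bearing Ld, ICAM-1 and B7-1 / Schedule: binding step 1.5 h, 37 °C, antibody labelling 20 min, ice / Signal: flow cytometry, PE anti-B7-1 (FL2) versus Alexa647 anti-CD8 (FL8), PFA-fixed / Evaluation: percent CD8+ FL2 mean versus row control / Benchmarks: naked versus QL9-loaded vesicles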
# LYP inhibition: PTPN22 lymphoid phosphatase activity blockers – biochemical, fluorescence intensity, uHTS (AID 1779). inhibition, % at 11.5 µM; hits with a dose series show IC50 in µM. recombinant LYP phosphatase, fluorescence intensity; higher % means a stronger effect. 290,000 tested, 0.054% active; in the data active means inhibition above about 50%;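 further: plate controls were vehicle with enzyme for no effect and no enzyme for full effect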
# NTR1 agonist: agonists of NTR1, primary screen, imaging, U2OS cells, beta-arrestin-GFP, high content (AID 493036); NTR1-U2OS beta-arrestin-GFP spot imaging, agonist mode; activation, % at 20 µM; 330,000 tested, 0.17% active; P30989;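 active means activation at or above 40% of the spot to cytoplasm intensity ratio, with at least 20 cells analyzed; inconclusive means wells under 20 cells, flagged as cytotoxic or low count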;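 further: 0% = DMSO without peptide and 100% = 100 nM NTR1 peptide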
# Target sequence (P30989 whole entry, looked up): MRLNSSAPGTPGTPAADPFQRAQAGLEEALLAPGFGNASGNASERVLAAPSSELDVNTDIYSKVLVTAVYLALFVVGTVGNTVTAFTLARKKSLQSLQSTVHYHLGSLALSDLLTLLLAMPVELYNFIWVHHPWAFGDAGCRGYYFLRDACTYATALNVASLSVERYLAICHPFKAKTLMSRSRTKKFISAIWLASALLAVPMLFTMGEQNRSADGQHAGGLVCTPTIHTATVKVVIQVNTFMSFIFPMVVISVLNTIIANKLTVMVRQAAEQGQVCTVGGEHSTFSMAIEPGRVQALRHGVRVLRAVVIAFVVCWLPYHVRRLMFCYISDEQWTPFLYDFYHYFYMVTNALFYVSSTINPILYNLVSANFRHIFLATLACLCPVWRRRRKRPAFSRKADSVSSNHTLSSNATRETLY
# Large T inhibition: TAg ATPase/helicase activity blockers – biochemical (AID 1903); SV40 large T antigen ATPase/helicase inhibition assay; higher % means a stronger effect; inhibition, % at 20 µM, or IC50 in µM where a hit was titrated; 310,000 tested, 0.39% active; in the data active means a potency from the dose series; inconclusive means inhibition mostly from about 32% at the one dose, without a potency; inactive means the rest, 99 in 100 with inhibition below about 32%; further: strong numbers were not always called active
# Lipid droplet: modulators of hepatic lipid droplet formation | AML12 mouse hepatocytes, oleate lipid droplets, BODIPY imaging | 240,000 tested, 0.4% active | inhibition, % at 6.5 µM | AID 1656;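 active means lipid droplet intensity inhibited by at least 50%, with more than 500 cells counted; inconclusive means wells with under 300 cells, treated as cytotoxic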
#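 System: AML12 hepatocytes (mouse). Probe or stimulus: oleic acid at 100 µM to induce lipid droplet formation. Times: overnight treatment with compound plus oleate. Detection: Image-based BODIPY and DAPI two-channel analysis. Evaluation: percent inhibition of filter-corrected integrated lipid droplet intensity per well.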
# GPR35 arrestin U2OS: inhibition of zaprinast-stimulated GPR35 beta-arrestin translocation – imaging, U2OS, beta-arrestin-GFP, zaprinast agonist, primary screen (AID 2058); one-dose inhibition, % at 10 µM; IC50 in µM for titrated hits; U2OS GPR35 beta-arrestin-GFP translocation imaging, zaprinast antagonism; higher % means a stronger effect; 290,000 tested, 0.052% active;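 active means inhibition of at least 50% with at least 30 cells and total cytoplasm GFP at most 10,000,000; inconclusive means under 30 cells or total GFP of 10,000,000 plus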
# Lipid droplet cells 6.5 µM: recorded beside Lipid droplet, whose call it bears; cell count; measured here: cell count, cytotoxicity flag;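 cells counted across two imaged fields per well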
# T cell modulator vesicle-bound %: recorded beside T cell modulator, whose call it bears; double positive events, %; measured here: CD8+ vesicle-bound cell fraction;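 binding gate set so that unloaded-vesicle control wells show 10% double positive cells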
# NTR1 agonist cell count 20 µM: also measured in NTR1 agonist; calls as there; cell count; measured here: cell count, cytotoxicity flag
# Numbers without * were called inactive; i = inactive; ? = inconclusive; nt = not tested or not shown.
canonical_smiles,GPR55 activation,GPR55 antagonists,MgcRacGAP inhibition,T cell modulator,T cell modulator vesicle-bound %,LYP inhibition,NTR1 agonist,NTR1 agonist cell count 20 µM,Large T inhibition,Lipid droplet,Lipid droplet cells 6.5 µM,GPR35 arrestin U2OS
COc1cccc(N2CC(NC(=O)C(=O)c3c(C)[nH]c4ccccc34)CC2=O)c1 (stereo not given),nt,nt,1%,i,51,nt,-0.1,63,9%,nt,nt,nt
Cc1ccc(C(C)NC(=O)C23CC4CC(CC(C4)C2)C3)cc1 (stereo not given),0.0%,8%,1%,i,16,-6%,-1.1,59,7%,6,678,1%
Cc1ccc(OCCSc2nnc(-c3cccs3)n2C)cc1,-0.3%,-4%,3%,i,12,-6%,12,111,5%,-3,718,-6%
CC1(C)C(=O)Nc2ccccc2N1C(=O)CN1C(=O)C(=O)N(C2CCCC2)C1=O,0.1%,6%,12%,i,53,-3%,0.0,58,13%,16,737,-14%
CCC(C)(C(=O)NC1CCCCC1)N(Cc1ccco1)C(=O)CC1NC(=O)NC1=O (stereo not given),-0.1%,10%,4%,i,46,-3%,3.3,60,9%,-7,772,9%
CN=C(Nc1ccccc1)SC1CC(=O)N(c2ccc(C(=O)OC)cc2)C1=O (stereo not given),0.2%,-6%,1%,i,44,-6%,1.1,63,2%,nt,nt,-6%
COc1ccccc1N1CCN(C(=O)c2nn(C)c3c2CS(=O)(=O)c2ccccc2-3)CC1,-0.1%,4%,0%,i,18,-11%,-0.6,58,3%,-4,692,-9%
CS(=O)(=O)NN1C(=O)c2ccccc2NC1c1cc2ccccc2nc1Cl (stereo not given),0.2%,6%,6%,i,64,-4%,-0.5,89,12%,2,584,-4%
Cn1c(CNC(=O)C(Cc2ccccc2)NC(=O)c2cccc(F)c2)cc(=O)n(C)c1=O (stereo not given),-0.1%,-6%,7%,i,2,-9%,-0.5,43,-1%,-30,758,-1%
COc1ccc(C2=Nc3ccc(Br)cc3C(c3ccccc3)N2CC(=O)NN)cc1 (stereo not given),-0.4%,0%,5%,i,6,10%,1.3,77,7%,-81,557,-4%
Cc1c(N2C(=O)/C(=C\c3cccc4ccccc34)SC2=S)c(=O)n(-c2ccccc2)n1C,-0.2%,17%,7%,i,52,7%,10,73,10%,21,648,0%
Cc1ccc(C(=O)OCc2nnc(-c3ccccc3)o2)s1,nt,nt,5%,i,58,nt,2.0,61,4%,nt,nt,nt
COc1ccc(CN(C)CC(O)COC(c2ccccc2)c2ccccc2)c(OC)c1OC (stereo not given),-0.2%,13%,5%,i,13,-5%,1.6,50,15%,-6,767,-4%
CN1C(=S)NC(C)(C)CC1(C)c1ccc(O)cc1O (stereo not given),0.5%,0%,9%,i,4,-6%,-0.1,77,7%,1,676,8%
c1ccc2[nH]c(SCc3cscn3)nc2c1,-0.1%,-6%,6%,i,13,-4%,-0.6,113,5%,-5,653,1%

# Arranged by value in T cell modulator vesicle-bound % (falling): three from the list above
mol | MgcRacGAP inhibition | T cell modulator | T cell modulator vesicle-bound % | LYP inhibition | Large T inhibition | GPR35 arrestin U2OS
CS(=O)(=O)NN1C(=O)c2ccccc2NC1c1cc2ccccc2nc1Cl (stereo not given) | 6% | i | 64 | -4% | 12% | -4%
Cc1ccc(OCCSc2nnc(-c3cccs3)n2C)cc1 | 3% | i | 12 | -6% | 5% | -6%
CN1C(=S)NC(C)(C)CC1(C)c1ccc(O)cc1O (stereo not given) | 9% | i | 4 | -6% | 7% | 8%

# Following part
canonical_smiles,GPR55 activation,GPR55 antagonists,MgcRacGAP inhibition,T cell modulator,T cell modulator vesicle-bound %,LYP inhibition,NTR1 agonist,NTR1 agonist cell count 20 µM,Large T inhibition,Lipid droplet,Lipid droplet cells 6.5 µM,GPR35 arrestin U2OS
CC(C)CCNC(=O)NC(=O)COC(=O)/C=C/c1cccc([N+](=O)[O-])c1,0.2%,-9%,-4%,i,33,-1%,3.3,45,9%,3,667,2%
Cc1ccc(NC(=S)NNC(=O)c2nn(C)c(C)c2Cl)cc1,0.2%,-13%,9%,i,18,-8%,1.5,66,31%,nt,nt,2%
COC(=O)C(N)Cc1ccc(Cl)cc1 (stereo not given),nt,nt,3%,i,23,nt,-0.4,44,16%,nt,nt,nt
Cc1cc(C(=O)COc2nncc3ccccc23)c(C)n1C,-0.3%,2%,7%,nt,nt,2%,nt,nt,2%,nt,nt,0%
Clc1ccc2c(c1)c1cc(Cl)ccc1n2CN1CCOCC1,0.5%,5%,6%,i,5,-3%,14,65,11%,2,703,5%
O=C(Cc1ccccc1)N/N=C/C=C/c1ccccc1[N+](=O)[O-],1.0%,-5%,nt,i,52,4%,1.3,44,10%,16,762,13%
CCc1nnc(NS(=O)(=O)c2ccc(NC(=O)CCC(=O)O)cc2)s1,0.3%,-15%,5%,i,39,-10%,-0.1,50,12%,0,755,1%
COc1ccc(/C=N/NC(=O)c2cccnc2)cc1CSc1ccccn1,0.5%,-2%,6%,i,31,-2%,1.9,49,14%,5,729,-3%
O=C(NCCC1CCCC1)C1CCC(=O)N(CCCN2CCCC2=O)C1 (stereo not given),-0.1%,14%,10%,i,20,-9%,-0.3,61,-4%,nt,nt,10%
Cc1cc(C)n(-c2nc(NCC(C)O)c3c4c(sc3n2)COC(C)(C)C4)n1 (stereo not given),-0.1%,8%,13%,i,54,0%,0.9,87,16%,nt,nt,26%
N#Cc1ccccc1NC(=S)NC(=O)c1cccs1,0.1%,8%,7%,i,31,-10%,1.3,38,30%,0,739,6%
CNC(=O)Cn1c(C)cc(=O)c2cccc(OC)c21,-0.1%,0%,nt,i,35,-6%,-0.4,63,10%,4,656,-6%
O=C(Nc1ccccc1-c1ccccc1)c1cccs1,-0.1%,-1%,1%,i,44,-13%,0.3,37,3%,-20,739,-6%
COc1ccccc1NC(=O)C1CCCN1C(=O)NCc1ccccc1 (stereo not given),-0.2%,2%,5%,i,25,-12%,0.4,79,-5%,nt,nt,-4%
CC(=O)c1ccc(Cc2cnc(N)s2)cc1,-0.1%,-4%,10%,i,19,3%,0.0,48,-2%,1,714,10%
Cc1cc(OCC(=O)N2CCN(c3ccc(F)cc3)CC2)c2c(C)cc(=O)oc2c1,0.6%,80%,11%,i,16,-9%,2.0,67,61%,-1,756,11%
CCOc1cc(/C=C/C(=O)OCC(=O)NC2CCS(=O)(=O)C2)ccc1OCc1ccccc1 (stereo not given),-0.3%,6%,1%,i,26,-2%,1.3,54,0%,-2,691,-7%
Cc1[nH]c(=O)[nH]c(=O)c1NC(=O)c1ccc(OC(C)C)cc1,0.0%,8%,0%,i,55,-2%,-2.1,57,13%,22,707,-8%
COc1ccc(Br)cc1CN(C)CC(=O)NCc1ccc(F)cc1,-0.2%,3%,31%,i,24,-4%,0.9,62,8%,-16,795,-5%
CC(=O)Nc1ccc(Nc2ncnc3ccccc23)cc1,?,18%,nt,i,25,-4%,-0.6,60,5%,1,684,7%
N#CNC(N)=Nc1cccc(Cl)c1,0.2%,6%,2%,i,24,-8%,0.0,69,2%,0,727,-3%
CCN(CC)N=Nc1ccc(C(=O)O)cc1,0.5%,11%,6%,i,37,1%,0.9,45,2%,3,667,-6%
CCOC(=O)c1c(/N=C/C2=C(O)CC(C)(C)CC2=O)sc2c1CCCC2,-0.1%,6%,nt,i,15,9%,8.6,45,18%,-5,732,3%
O=C(Nc1ccccc1)c1cc(Cl)nc2ccccc12,0.3%,2%,8%,i,35,-13%,-1.3,72,9%,15,677,4%
CCCc1c(C(=O)N/N=C(\C)CCc2ccc(OC)cc2)nnn1-c1nonc1N,-0.1%,5%,12%,i,15,-13%,1.4,64,3%,-13,667,-23%
CC(=O)Oc1c(S(=O)(=O)c2ccc(C)cc2)c(C)nn1C(C)(C)C,0.1%,12%,3%,i,35,-2%,3.3,41,19%,nt,nt,16%
COc1ccc(/C=C/c2ccc3cccc(O)c3n2)cc1Br,-0.3%,-3%,6%,i,58,-2%,26,92,15%,0,818,3%
COc1ccc2sc3c(=O)[nH]c4ccccc4c3c2c1,-0.1%,0%,-8%,i,13,-2%,-2.0,76,2%,nt,nt,12%
CC(=O)c1ccccc1NS(=O)(=O)c1ccccc1Cl,0.2%,2%,10%,i,46,-2%,1.1,90,10%,-1,705,-2%
O=C(NC(=S)Nc1ccccc1)c1cc(-c2ccccc2)nc2ccccc12,-0.1%,1%,6%,i,46,2%,0.3,54,4%,nt,nt,24%
Cc1ccnc(NS(=O)(=O)c2ccc(NC(=O)c3ccc([N+](=O)[O-])s3)cc2)n1,-0.3%,-9%,11%,i,60,-3%,2.8,72,2%,1,722,-3%
CCNC(=O)COC(=O)/C=C/c1c(C)nn(Cc2cccc(OC)c2)c1Cl,-0.1%,10%,-4%,i,33,0%,0.3,46,15%,5,719,-15%

# Single records (already shown). Order of values: GPR55 activation | GPR55 antagonists | MgcRacGAP inhibition | T cell modulator | T cell modulator vesicle-bound % | LYP inhibition | NTR1 agonist | NTR1 agonist cell count 20 µM | Large T inhibition | Lipid droplet | Lipid droplet cells 6.5 µM | GPR35 arrestin U2OS
# Shown for N#CNC(N)=Nc1cccc(Cl)c1 : 0.2% | 6% | 2% | i | 24 | -8% | 0.0 | 69 | 2% | 0 | 727 | -3%
# Shown for CC(=O)Nc1ccc(Nc2ncnc3ccccc23)cc1 : ? | 18% | nt | i | 25 | -4% | -0.6 | 60 | 5% | 1 | 684 | 7%
# Shown for COc1ccc(/C=C/c2ccc3cccc(O)c3n2)cc1Br : -0.3% | -3% | 6% | i | 58 | -2% | 26 | 92 | 15% | 0 | 818 | 3%
